Screens from PubChem.
GPR55 LPI antagonism: inhibition of LPI-stimulated GPR55 beta-arrestin translocation – imaging, U2OS, beta-arrestin-GFP, LPI agonist, primary screen (AID 2013); U2OS GPR55 beta-arrestin-GFP translocation imaging, LPI antagonism; higher % means a stronger effect; inhibition, % at 10 µM, or IC50 in µM where a hit was titrated; hit rate 0.13% among 290,000;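 active means spots per cell inhibited over 60%, with over 100 cells counted and total cytoplasm intensity under 500,000; inconclusive means wells with under 100 cells, flagged as likely toxic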;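 further: U2OS cells stably carrying GPR55 and arrestin-GFP stimulated by 5 µM LPI near EC80; imaged beta-arrestin-GFP aggregate spots per cell after agonist stimulation; plate controls were LPI-stimulated DMSO wells for no effect and DMSO wells without LPI for full effect; some results filed as inactive read as strong as hits; confirmed hits need IC50 under 10 µM and bright autofluorescent wells are also inconclusive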
NTR1 ag: NTR1-driven beta-arrestin-GFP spot formation – imaging, U2OS cells, high content, primary screen (AID 493036); P30989; hit rate 0.17% among 330,000; activation, % at 20 µM; agonist mode;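 active means activation at or above 40% of the spot to cytoplasm intensity ratio, with at least 20 cells analyzed; inconclusive means wells under 20 cells, flagged as cytotoxic or low count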;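 further: 0% = DMSO without peptide and 100% = 100 nM NTR1 peptide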
Target sequence (P30989 whole entry, looked up): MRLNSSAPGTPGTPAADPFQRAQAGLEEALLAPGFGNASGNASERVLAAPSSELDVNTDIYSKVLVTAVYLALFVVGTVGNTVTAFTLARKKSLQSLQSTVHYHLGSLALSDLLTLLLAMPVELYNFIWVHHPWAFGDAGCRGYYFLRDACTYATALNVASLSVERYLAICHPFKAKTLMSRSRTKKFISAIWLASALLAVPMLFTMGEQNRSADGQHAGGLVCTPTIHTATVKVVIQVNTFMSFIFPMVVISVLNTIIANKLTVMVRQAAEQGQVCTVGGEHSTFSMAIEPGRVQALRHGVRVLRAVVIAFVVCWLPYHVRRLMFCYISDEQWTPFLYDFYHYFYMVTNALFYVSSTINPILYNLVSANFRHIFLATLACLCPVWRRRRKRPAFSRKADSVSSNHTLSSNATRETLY
GPR55 activation: GPR55 agonists via beta-arrestin recruitment, primary screen, imaging, U2OS cells, beta-arrestin-GFP redistribution (AID 1961) | U2OS GPR55 beta-arrestin-GFP redistribution imaging; higher % means a stronger effect | hit rate 0.048% among 290,000 | activation, % at 10 µM, or EC50 in µM where a hit was titrated;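 active means activation above 40% with more than 50 cells counted in the well; inconclusive means wells holding fewer than 50 cells, flagged as toxic or sparse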;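 further: U2OS osteosarcoma cells stably expressing GPR55 and beta-arrestin-GFP; plate controls were DMSO negative control for no effect and LPI positive control for full effect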
Rac1 GTP hydrolysis: MgcRacGAP GTPase-activating activity inhibitors, confirmation, biochemical, ADP Hunter fluorescence; MgcRacGAP-stimulated Rac1 GTP hydrolysis, ADP Hunter fluorescence; higher % means a stronger effect; GST-tagged Rac1 F28L mutant substrate; inhibition, % at 30 µM; hits with a dose series show IC50 in µM; hit rate 0.6% among 340,000; AID 624330;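 active means first-screen hits whose inhibition reached a set limit at any dose in the follow-up dose series; inconclusive means inhibition above the set first-screen limit but never retested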;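 further: fluorescence reports GDP produced by GAP-driven GTP hydrolysis; strong numbers were not always called active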
Large T inhibition: TAg ATPase/helicase activity blockers – biochemical (AID 1903). SV40 large T antigen ATPase/helicase inhibition assay; higher % means a stronger effect. inhibition, % at 20 µM; hits with a dose series show IC50 in µM. hit rate 0.39% among 310,000; in the data active means a potency from the dose series; inconclusive means inhibition mostly from about 32% at the one dose, without a potency; inactive means the rest, 99 in 100 with inhibition below about 32%; further: strong numbers were not always called active
T cell HTS: modulates CD8 T cell binding to vesicles. 2C CD8+ T cell-vesicle binding, flow cytometry; stronger effect = lower value. calls only at 7 µM. hit rate 0.068% among 330,000;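 active means response, share of CD8 T cells binding vesicles, and their 90th percentile fluorescence all below set limits, cut at about 80% in these data, passing the limit was not always enough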
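Read-out – percent CD8+ FL2 mean versus row control · System – murine 2C transgenic CD8+ T lymphocytes · Times – 1.5 h cell–vesicle binding at 37 °C, then 20 min icy labelling · Control set – naked vesicles low, QL9 vesicles with vehicle high · Detection – cytometric PE anti-B7-1 and Alexa647 anti-CD8 signals after 1% paraformaldehyde fixation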
Hep lipid drop: hepatic lipid droplet formation modulation. AML12 mouse hepatocytes, oleate lipid droplets, BODIPY imaging. inhibition, % at 6.5 µM. hit rate 0.4% among 240,000;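 active means lipid droplet intensity inhibited by at least 50%, with more than 500 cells counted; inconclusive means wells with under 300 cells, treated as cytotoxic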
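Assay system: AML12 hepatocytes (mouse); Probe or stimulus: oleic acid at 100 µM to induce lipid droplet formation; Dosing: compound at 6.5 µM only; Schedule: compound with oleate, overnight; Detection: fluorescence imaging, 20x objective, two fields per well; Measure: % inhibition of lipid droplet signal.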
GPR35 antagonists: inhibition of zaprinast-stimulated GPR35 beta-arrestin translocation – imaging, U2OS, beta-arrestin-GFP, zaprinast agonist, primary screen (AID 2058); U2OS GPR35 beta-arrestin-GFP translocation imaging, zaprinast antagonism; higher % means a stronger effect; one-dose inhibition, % at 10 µM; IC50 in µM for titrated hits; hit rate 0.052% among 290,000;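 active means inhibition of at least 50% with at least 30 cells and total cytoplasm GFP at most 10,000,000; inconclusive means under 30 cells or total GFP of 10,000,000 plus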
LYP phosphatase: PTPN22 lymphoid phosphatase activity blockers – biochemical, fluorescence intensity, uHTS (AID 1779) | recombinant LYP phosphatase, fluorescence intensity; higher % means a stronger effect | inhibition, % at 11.5 µM, or IC50 in µM where a hit was titrated | hit rate 0.054% among 290,000; in the data active means inhibition above about 50%;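 further: plate controls were vehicle with enzyme for no effect and no enzyme for full effect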
Hep lipid drop cells 6.5 µM: further read-out of Hep lipid drop, marked with its call; cell count; measured here: cell count, cytotoxicity flag;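 cells counted across two imaged fields per well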
T cell HTS vesicle-bound %: second read-out of T cell HTS, no call of its own (marks repeat the call); double positive events, %; measured here: CD8+ vesicle-bound cell fraction;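 binding gate set so that unloaded-vesicle control wells show 10% double positive cells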
NTR1 ag cell count 20 µM: recorded beside NTR1 ag, whose call it bears; cell count; measured here: cell count, cytotoxicity flag
Numbers without * were called inactive; i = inactive; ? = inconclusive; . = not tested or not shown.

molecule,GPR55 LPI antagonism,NTR1 ag,NTR1 ag cell count 20 µM,GPR55 activation,Rac1 GTP hydrolysis,Large T inhibition,T cell HTS,T cell HTS vesicle-bound %,Hep lipid drop,Hep lipid drop cells 6.5 µM,GPR35 antagonists,LYP phosphatase
CCCCNC(=O)CCn1nc(-c2ccccc2)ccc1=O,8%,-0.4,60,0.0%,8%,9%,i,53,.,.,2%,-4%
CCN(CC)CCNC(=O)c1cc(-c2ccc(Br)s2)nc2ccccc12,-1%,1.7,99,-0.1%,10%,5%,i,61,.,.,2%,-7%
CC(C)CCNC(=O)CN(Cc1ccccc1Cl)C(=O)CCC(=O)Nc1ccccn1,-4%,3.2,41,0.1%,5%,11%,i,20,-36,762,0%,1%
O=S(=O)(c1ccc(Cl)c(NC(=S)Nc2cccc(O)c2)c1)N1CCOCC1,-12%,0.7,67,-0.3%,9%,13%,i,37,0,684,9%,0%
CCOC(=O)c1ccc(COC(=O)c2cc(=O)[nH]c3ccccc23)o1,0%,0.8,51,-0.2%,6%,4%,i,40,-5,677,6%,5%
Cc1ccc2oc(C(=O)N3CCC(N4CCSCC4)CC3)c(C)c2c1,20%,0.3,72,-0.2%,-3%,12%,i,36,9,710,4%,-11%
CCOc1ccc(NC(=O)C(CC(=O)O)Cc2ccc(Br)cc2)cc1 (centres undefined),9%,0.9,55,-0.2%,10%,11%,i,57,1,833,11%,-7%
CC(C)Cc1ccc(S(=O)(=O)NCC2CCCO2)cc1 (centres undefined),10%,1.0,57,-0.2%,4%,6%,i,59,0,808,-1%,-6%
Cc1cc(Cl)ccc1OCc1nc(-c2ccncc2)no1,14%,1.2,20,?,.,1%,i,54,-3,669,3%,-1%
O=C(COC(=O)CC(c1ccccc1)c1ccccc1)Nc1c(F)cccc1F,16%,3.5,66,-0.3%,.,13%,i,29,5,621,-8%,-7%
O=C(CN(Cc1ccco1)C(=O)c1ccc(Cl)cc1)Nc1c(Cl)cc(Cl)cc1Cl,5%,6.8,73,-0.1%,4%,0%,i,40,4,550,-19%,-3%
COC(=O)CC1C(=O)NC2CCCCC2N1C(=O)CCl (centres undefined),-14%,-0.7,59,0.0%,.,8%,i,29,5,704,6%,-6%
CCN(CC)CCN(C(=O)c1ccc(S(=O)(=O)N(CC)c2ccccc2)cc1)c1nc2c(OC)ccc(OC)c2s1,-1%,0.1,75,-0.1%,11%,10%,i,74,-4,856,10%,-6%
CC1CC(C)CN(C(=O)Cn2c(SCC(=O)N3CCc4ccccc4C3)nc3ccccc32)C1 (centres undefined),3%,0.9,49,-0.3%,5%,6%,i,6,16,745,0%,-1%
COc1ccc(OCC(=O)OCC(=O)Nc2ccc(S(=O)(=O)N3CCCCC3)cc2)cc1,-6%,-1.7,26,-0.2%,12%,2%,i,44,-5,761,-10%,-1%
COc1ccc2c(c1)C(C)=CC(C)(C)N2C(=O)CN1C(=O)CCC1=O,4%,-1.0,56,-0.3%,9%,-8%,i,39,-6,751,1%,0%
Cc1cc(CSc2ccccc2)ccc1NC(=O)COc1ccccc1,28%,1.6,42,-0.1%,0%,17%,i,23,.,.,3%,-7%
Cc1cc(NC(=O)c2cc3ccccc3oc2=O)no1,4%,.,.,-0.1%,3%,1%,.,.,.,.,-12%,-5%
c1ccc(-c2noc(CSc3nnc(Cc4cccs4)n3-c3ccccc3)n2)cc1,0%,5.3,65,-0.1%,4%,10%,i,33,-1,705,-6%,-1%
C/C(CC(=O)Nc1ccc(Cl)cc1C(F)(F)F)=N\NC(=O)c1ccccn1,-12%,1.0,65,-0.2%,7%,9%,i,56,-4,688,-6%,-9%
CC(=O)Nc1ccc(NC(=O)Cn2c(=O)n(-c3ccccc3)c(=O)c3oc4ccccc4c32)cc1,-10%,1.8,61,-0.5%,10%,12%,i,18,7,681,-6%,-2%
CCCCNC(=O)C1C2C=CC3(CN(Cc4ccc(C)cc4)C(=O)C13)O2 (centres undefined),2%,2.1,70,-0.1%,5%,20%,i,16,.,.,15%,-7%
C/C(=N\Nc1ccc([N+](=O)[O-])cc1)c1ccc(-n2nncc2C)cc1,1%,-1.9,46,0.4%,9%,6%,i,34,-6,537,-2%,-10%
COc1ccc(Cl)cc1C(=O)O/N=C(\N)c1ccccn1,-3%,2.9,63,0.4%,17%,11%,i,31,-8,738,-4%,1%
CC(=O)/C(N=Nc1nc2c([nH]1)c(=O)n(C)c(=O)n2C)=C(\C)O,-1%,2.9,49,-0.3%,2%,11%,i,41,-23,709,6%,-12%
CCC(C)N1CCCCC1C(=O)Nc1c(C)cc(C)cc1C (centres undefined),-8%,0.1,60,-0.3%,2%,3%,i,9,-19,733,-9%,0%
Cc1ccc(CNC(=O)CSc2ccc(-c3ccco3)nn2)cc1,0%,-2.3,61,0.2%,11%,14%,i,54,-10,647,-14%,2%
O=C(NCCN1C(=O)S/C(=C\c2ccc(OC(F)F)cc2)C1=O)c1cnccn1,-18%,16,60,0.4%,15%,10%,i,38,-4,729,-12%,0%
COc1cccc(-c2csc(N3CCN(C(=O)Nc4ccccc4OC)CC3)n2)c1,-5%,2.7,59,-0.1%,6%,11%,i,28,2,729,-14%,-4%
O=C(Nc1ccc(S(=O)(=O)N2CCOCC2)cc1)c1ccc(=O)[nH]c1,11%,0.7,56,0.2%,.,17%,i,45,2,705,-3%,-1%
CC(=O)n1nc(-c2ccccc2)nc1NCc1ccc(F)cc1,-2%,0.3,88,-0.1%,4%,1%,i,22,2,740,0%,-1%
COc1ccc(CN(C(=O)c2ccc(-c3ccccc3)[nH]2)C(C(=O)NCC2CCCO2)c2ccc(C)o2)cc1 (centres undefined),14%,3.8,98,0.3%,6%,3%,i,43,.,.,-16%,2%
COc1ccc(OCc2cc(C(=O)NCCCc3ccccc3)no2)c(Cl)c1,13%,2.8,43,-0.1%,7%,10%,i,66,8,853,-4%,-8%
O=C(CCc1ccccc1)Nc1ccccc1[N+](=O)[O-],8%,0.6,52,0.3%,6%,17%,i,46,-21,630,3%,-6%
COc1ccc(-c2nnc3n2N=C(C)CS3)cc1OC,12%,-1.0,72,-0.2%,2%,2%,i,21,.,.,-14%,-4%
Cc1ccc(C(=O)CCC(=O)N2CCN(C(=O)c3ccco3)CC2)cc1,-9%,-0.6,63,1.8%,3%,5%,i,56,-15,685,12%,-8%
CCOc1ccc(NC(=O)Cn2nnc(C(=O)NCc3ccc(OC)cc3)c2N)cc1,6%,-0.5,51,0.2%,13%,3%,i,9,0,744,6%,-8%
CCc1nnc(NC(=O)NC(C)(C)C)s1,15%,0.1,39,-0.1%,-4%,2%,i,20,14,755,4%,-8%
CCn1cc(S(=O)(=O)NCc2ccc(OC)cc2)cn1,17%,-0.2,49,0.0%,8%,8%,i,14,0,860,6%,-12%
CC(OC(=O)CC1CCCC1)C(=O)Nc1ccc(S(N)(=O)=O)cc1 (centres undefined),.,1.1,69,.,9%,10%,i,13,.,.,.,.
COc1ccc(CCNC(=O)CN2CCC(n3nnc4cc(F)ccc43)CC2)cc1OC,4%,.,.,2.0%,9%,-6%,.,.,.,.,-16%,0%
COc1ccc(/C=N/NC(=O)c2cccc(NC(=O)c3ccccc3Cl)c2)cc1,-7%,-1.4,57,1.4%,3%,-2%,i,5,-28,650,14%,-4%
COc1ccc2[nH]c(CN3CCC(n4nccc4NC(=O)C4CC4)CC3)c(C)c2c1,7%,0.5,57,0.0%,5%,13%,i,11,24,848,1%,-9%
CCOC(=O)c1c(C)c(C(=O)NCc2ccccc2OC)c(C)n1C,22%,0.7,55,-0.1%,8%,17%,i,14,.,.,15%,-1%
O=C(Nc1ccccc1)N1CCc2ccccc2C1,3%,-0.2,64,-0.2%,9%,-2%,i,41,-3,725,11%,-3%
COc1cccc(CNc2ccc(F)c([N+](=O)[O-])c2)c1O,-16%,0.6,47,-0.1%,1%,9%,i,41,14,654,-17%,4%
O=C(NNC(=O)c1ccncc1)Nc1cccc(C(F)(F)F)c1,-6%,0.7,67,0.2%,2%,14%,i,18,-3,637,-14%,-9%
CN(Cc1ccccc1)C(=O)CCS(=O)(=O)c1ccc2c(c1)n(C)c(=O)c(=O)n2C,5%,0.8,65,-0.3%,-4%,2%,i,43,-9,609,-20%,-2%
